beta cell repl = inducers of beta-cell replication in MIN6 cells; MIN6 cells proliferation, ATPlite luminescence, 48 h; cells starved in 0.2% serum; 100% = growth in 10% serum; proliferation, % at 10 µM; 0.29% of 330,000 active;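 active = compounds whose signal lies at least 3.5 SD above the mean of all wells on their plate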;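 also: 0% = DMSO-treated cells in low-serum medium and 100% = 10% serum control; some compounds called inactive have numbers as strong as hits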
mIAP block = blocks mouse intestinal alkaline phosphatase | purified mouse IAP, CDP-Star luminescence, 30 min | inhibition, % at 10 µM | 0.2% of 330,000 active;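 active = inhibition of at least 40% at 10 µM in the primary screen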;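 also: plate controls were DMSO with enzyme for no effect and no enzyme wells for full effect; values of inactives mirror those of a sister screen read the other way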
mIAP activ = mouse IAP activation; 0.24% of 330,000 active; muIAP, CDP-Star luminescence, 30 min; hits give high values; 1 = vehicle-only enzyme signal, 0 = enzyme-free wells; AID 2805; activation factor at 10 µM;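 active = activation factor of at least 2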; also: the source names both 10 and 20 µM as test concentration; values of inactives mirror those of a sister screen read the other way
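Assay system: mouse IAP enzyme / Compound: DMSO-dissolved test compounds / Timing: 30 min, room temperature / Measured by: luminescence from enzymatic CDP-Star hydrolysis / Control set: DMSO-only wells, enzyme-free buffer wells as negative control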
tim10-1 inh = tim10-1 yeast growth inhibition; inhibition, % at 20 µM; 2.2% of 330,000 active; S. cerevisiae tim10-1 ts strain growth, BacTiter-Glo, 24 h;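 active = inhibition of at least 40%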;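 also: mutant grown at 25 °C; 0% = DMSO wells with yeast and 100% = wells holding no yeast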
TIM10 inh = growth inhibitors of TIM10 yeast strain; S. cerevisiae TIM10 strain growth, BacTiter-Glo luminescence, 24 h; inhibition, % at 10 µM; 1.4% of 330,000 active; AID 463195;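 active = inhibition of 40% or more at the single tested concentration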;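 also: wild-type TIM10 isogenic control strain grown at permissive 25 °C; 0% = DMSO yeast wells and 100% = minimal medium wells without yeast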
NALP3 yeast inh = NALP3 inhibition in yeast; Yeast reconstituted NLRP3/ASC/caspase-1, beta-gal luminescence, 24 h; inhibition, % at 10 µM; 0.39% of 330,000 active; AID 2825;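 active = inhibition of 50% or more; inactive = inhibition below 50%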;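 also: plate controls were induced DMSO wells for no effect and uninduced yeast grown without galactose for full effect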
hIAP block = blocks human intestinal alkaline phosphatase; P09923; purified IAP, CDP-Star luminescence, 30 min; inhibition, % at 10 µM; 0.12% of 330,000 active; AID 2544;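 active = inhibition reaching a set limit with compound at 10 µM in the primary screen, cut at about 35% in these data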;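 also: plate controls were DMSO wells with enzyme for no effect and no-enzyme buffer wells for full effect; values of inactives mirror those of a sister screen read the other way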
Target sequence (P09923 whole entry, looked up): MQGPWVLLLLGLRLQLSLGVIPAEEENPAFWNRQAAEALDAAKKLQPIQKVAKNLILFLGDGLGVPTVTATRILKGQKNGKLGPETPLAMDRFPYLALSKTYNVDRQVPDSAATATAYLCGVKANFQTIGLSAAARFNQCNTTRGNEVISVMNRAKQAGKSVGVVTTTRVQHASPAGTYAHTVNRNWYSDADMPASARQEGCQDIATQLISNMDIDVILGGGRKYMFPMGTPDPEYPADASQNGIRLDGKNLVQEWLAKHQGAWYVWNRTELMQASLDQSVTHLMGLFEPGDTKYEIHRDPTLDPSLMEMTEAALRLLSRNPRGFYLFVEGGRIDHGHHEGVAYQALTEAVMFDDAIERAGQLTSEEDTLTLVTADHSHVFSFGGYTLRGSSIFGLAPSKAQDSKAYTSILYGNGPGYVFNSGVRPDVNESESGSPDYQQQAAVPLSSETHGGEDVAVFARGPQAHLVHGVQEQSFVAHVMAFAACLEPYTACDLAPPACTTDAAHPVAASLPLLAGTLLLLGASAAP
APOBEC3A inh = blocks human APOBEC3A ssDNA deamination. inhibition, % at 20 µM. AID 493011. recombinant A3A, FAM/TAMRA ssDNA deamination fluorescence. 0.41% of 330,000 active. P31941;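 active = at least 40% inhibition at 20 µM here, with at most 30% in a related deaminase screen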;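 also: plate controls were A3A with DMSO for no effect and wells lacking A3A enzyme for full effect; some results filed as inactive read as strong as hits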
APOBEC3G inh = inhibitors of human APOBEC3G DNA deaminase. inhibition, % at 20 µM. Q9HC16. recombinant A3G, ssDNA deamination FAM/TAMRA fluorescence. 0.28% of 330,000 active;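 active = inhibition of at least 40% at 20 µM, with no more than 30% in the related APOBEC3A deaminase screen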;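 also: plate controls were DMSO wells with A3G for no effect and wells lacking A3G enzyme for full effect; some compounds called inactive have numbers as strong as hits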
Target sequence (Q9HC16 whole entry, looked up): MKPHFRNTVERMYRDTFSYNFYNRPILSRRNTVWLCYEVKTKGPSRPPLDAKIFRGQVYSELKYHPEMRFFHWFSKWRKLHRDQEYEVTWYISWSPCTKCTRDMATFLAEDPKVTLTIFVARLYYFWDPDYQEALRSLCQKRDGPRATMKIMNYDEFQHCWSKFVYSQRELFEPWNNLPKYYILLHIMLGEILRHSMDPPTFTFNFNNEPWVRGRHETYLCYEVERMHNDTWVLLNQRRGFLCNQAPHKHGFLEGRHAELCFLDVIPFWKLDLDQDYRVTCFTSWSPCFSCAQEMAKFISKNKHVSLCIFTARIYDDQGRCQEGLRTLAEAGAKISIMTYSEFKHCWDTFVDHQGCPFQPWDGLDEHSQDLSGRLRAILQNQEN
An asterisk follows results filed as active. No enrichment for hits. About 4.6% of those tested had a hit in this group.

The first 13 compounds, to show the layout:
SMILES	beta cell repl	mIAP block	mIAP activ	tim10-1 inh	TIM10 inh	NALP3 yeast inh	hIAP block	APOBEC3A inh	APOBEC3G inh
COc1cc(-c2nc(-c3ccccn3)no2)cc(OC)c1OC	-2	-8	1.1	25	18	15	-18	-10	-5
Cc1ccc(-n2nc3c(c2NC(=O)/C=C\c2ccc4c(c2)OCO4)CSC3)cc1	4	17	0.83	28	13	14	-8	0	-9
Cc1cc(C)c(C)c(S(=O)(=O)N2CCN(C(=O)C3CCC3)CC2)c1C	-4	4	0.96	15	9	27	-4	0	-6
COc1cc(NC(=O)c2cccs2)c(OC)cc1NC(=O)CCn1nnc2ccccc21	-1	-3	1	-4	10	12	12	0	-5
CCOC(=O)C1CCCN(C2CC(=O)N(c3ccc(C)cc3)C2=O)C1 (stereo not drawn)	-3	3	0.97	7	6	22	-7	2	-4
CCn1ncc(C2=NOC(C(=O)Nc3cc(OC)c(Cl)cc3OC)C2)c1C (stereo not drawn)	1	5	0.95	10	-1	-5	-9	-1	-5
O=C(Nc1ncccn1)c1ccc([N+](=O)[O-])o1	-4	11	0.89	0	14	19	-2	-1	-11
CCCCC(=NCCc1c(C)[nH]c2ccccc12)C1=C(O)CC(c2ccccc2)CC1=O (stereo not drawn)	-7	-3	1	18	23	-5	6	2	-10
CCCCn1c(NC(=O)CC)c(C#N)c2nc3ccccc3nc21	-1	1	0.99	10	19	2	11	-3	-5
COc1ccc(NC(=O)C2=C(C)Nc3nc(CCCO)nn3C2c2ccc(OC)c(OC)c2)cc1 (stereo not drawn)	1	-14	1.1	4	10	16	13	3	0
Cc1cccc(NC(=S)NNC(=O)COc2ccc(Cl)cc2Cl)c1	0	14	0.86	46*	43*	0	-56	0	-7
O=C(O)c1ccccc1NC(=O)C1CCN(S(=O)(=O)c2cccc3nsnc23)CC1	1	11	0.89	10	1	0	13	1	0
O=C(COC(=O)c1ccccc1)c1ccc(Br)cc1	-2	1	0.99	25	-1	28	1	2	3

The listing (from the top)
SMILES	beta cell repl	mIAP block	mIAP activ	tim10-1 inh	TIM10 inh	NALP3 yeast inh	hIAP block	APOBEC3A inh	APOBEC3G inh
COc1cc(-c2nc(-c3ccccn3)no2)cc(OC)c1OC	-2	-8	1.1	25	18	15	-18	-10	-5
Cc1ccc(-n2nc3c(c2NC(=O)/C=C\c2ccc4c(c2)OCO4)CSC3)cc1	4	17	0.83	28	13	14	-8	0	-9
Cc1cc(C)c(C)c(S(=O)(=O)N2CCN(C(=O)C3CCC3)CC2)c1C	-4	4	0.96	15	9	27	-4	0	-6
COc1cc(NC(=O)c2cccs2)c(OC)cc1NC(=O)CCn1nnc2ccccc21	-1	-3	1	-4	10	12	12	0	-5
CCOC(=O)C1CCCN(C2CC(=O)N(c3ccc(C)cc3)C2=O)C1 (stereo not drawn)	-3	3	0.97	7	6	22	-7	2	-4
CCn1ncc(C2=NOC(C(=O)Nc3cc(OC)c(Cl)cc3OC)C2)c1C (stereo not drawn)	1	5	0.95	10	-1	-5	-9	-1	-5
O=C(Nc1ncccn1)c1ccc([N+](=O)[O-])o1	-4	11	0.89	0	14	19	-2	-1	-11
CCCCC(=NCCc1c(C)[nH]c2ccccc12)C1=C(O)CC(c2ccccc2)CC1=O (stereo not drawn)	-7	-3	1	18	23	-5	6	2	-10
CCCCn1c(NC(=O)CC)c(C#N)c2nc3ccccc3nc21	-1	1	0.99	10	19	2	11	-3	-5
COc1ccc(NC(=O)C2=C(C)Nc3nc(CCCO)nn3C2c2ccc(OC)c(OC)c2)cc1 (stereo not drawn)	1	-14	1.1	4	10	16	13	3	0
Cc1cccc(NC(=S)NNC(=O)COc2ccc(Cl)cc2Cl)c1	0	14	0.86	46*	43*	0	-56	0	-7
O=C(O)c1ccccc1NC(=O)C1CCN(S(=O)(=O)c2cccc3nsnc23)CC1	1	11	0.89	10	1	0	13	1	0
O=C(COC(=O)c1ccccc1)c1ccc(Br)cc1	-2	1	0.99	25	-1	28	1	2	3
CCCOc1cccc(C2C(C(=O)c3ccc(C)o3)=C(O)C(=O)N2c2nc(C)c(C(C)=O)s2)c1 (stereo not drawn)	-3	0	1	0	3	16	2	3	-3
CCCC(CCC(=O)Nc1ccc(C(=O)OCC)cc1)C(=O)O (stereo not drawn)	-1	2	0.98	0	4	9	-7	-8	-9
COC(=O)[C@H]1C[C@@H]1[C@H](NC(=O)[C@H]1C[C@@H]1[C@H](NC(=O)OCc1ccccc1)c1ccccc1)c1ccccc1	-7	-92	1.9	25	-14	-1	-11	3	8
CCn1c(CNC(=O)c2cccnc2)cc2ccccc21	-1	-3	1	9	-3	26	4	0	-5
Cc1cc(C(F)F)n2nc(C(=O)Nc3ccc(S(=O)(=O)NC45CC6CC(CC(C6)C4)C5)cc3)nc2n1	0	0	1	6	9	14	0	0	-4
CCN(CC)C(=O)CSc1nc(OC)cc(=O)[nH]1	0	3	0.97	11	-11	-2	4	2	-5
C=COc1ccc(N2C(=O)c3ccccc3OC2C)cc1 (stereo not drawn)	0	-3	1	4	-2	35	-22	-4	9
CC(OC(=O)c1ccc(Cl)nc1)C(=O)N1CCc2ccccc21 (stereo not drawn)	-3	4	0.96	-31	-38	17	-12	-1	-5
Nc1cc(C(=O)OCC(=O)N2CCCC2)ccc1Cl	-2	-10	1.1	-31	-4	13	1	0	-4
COc1ccccc1CCNC(=O)C(=O)Nc1cc2c3c(c1)C(C)C(=O)N3CCC2 (stereo not drawn)	-6	2	0.98	24	15	17	16	-1	-3
O=C(Cn1c(O)c(/C=C2\C=Nc3ccc(Br)cc32)sc1=O)N1CCCC1	-5	6	0.94	52*	34	-29	7	-1	-3
CCOc1ccccc1NC(=O)C(c1ccccc1)N1CCN(CC(=O)N2CCCC2)CC1 (stereo not drawn)	-2	-1	1	-14	7	4	-10	0	7
O=C(CCCOc1ccc(Cl)cc1Cl)NCc1ccccn1	-3	-3	1	13	-7	17	14	-1	-1
CCn1c(SCC(=O)N=Nc2c(O)[nH]c3ccccc23)nnc1-c1ccc(C(C)(C)C)cc1	0	8	0.92	-1	14	16	13	-1	-5
CCC(C)(C)n1nnnc1C(c1cc2cccc(C)c2[nH]c1=O)N1CCCC1 (stereo not drawn)	-2	11	0.89	25	20	26	11	0	-4
O=c1cc(CSc2nc3ccccc3[nH]2)c2ccccc2[nH]1	-2	-1	1	-4	7	7	-18	-2	-6
Nn1c(SCC(=O)Nc2nccs2)nnc1-c1cccnc1	-5	-5	1.1	5	1	16	2	-3	-7
CCCCCSc1nc2c(c(=O)[nH]c(=O)n2C)n1CCc1ccccc1	4	-16	1.2	-2	-8	-18	-16	-2	-7
COc1ccc(C(=O)NC(C)c2cnn(-c3ccccn3)c2C)o1 (stereo not drawn)	-1	2	0.98	-1	-4	18	4	-1	-6
COC1CCN(Cc2c(C(=O)N3C[C@@H](C)O[C@@H](C)C3)nc3ccc(Cl)cn23)CC1	1	-4	1	4	1	-1	13	2	1
COc1ccc(C2=NN(C(=O)CSc3nccn3C)C(c3ccco3)C2)cc1 (stereo not drawn)	-2	-3	1	0	12	17	8	2	0
COC(=O)COc1nc(C)c2c(c1C#N)CC(C)(C)OC2	-3	-4	1	16	-6	12	10	1	-3
COc1ccc(S(=O)(=O)Oc2ccc3ccccc3c2)cc1	-3	3	0.97	0	-24	1	2	-3	-11
Cc1occc1-c1nnc(SCC(=O)NC2(C#N)CCCC2)n1C	4	6	0.94	-2	-8	33	9	-7	-13
CC(C)NC(=O)CCCn1cc([N+](=O)[O-])cn1	-1	3	0.97	-1	-1	11	-1	4	-2
COc1ccc(S(=O)(=O)N2CCN(Cc3cccc(F)c3)CC2)cc1	-1	-7	1.1	14	-21	17	13	-2	-5
CCN(Cc1ccccc1)C(=O)c1ccc(N(C)S(=O)(=O)c2ccc(C)cc2)cc1	-3	-1	1	12	8	22	1	-1	-7
COc1ccc(S(=O)(=O)NCCc2c[nH]c3ccc(Cl)cc23)cc1	0	3	0.97	-5	2	21	7	-5	-3
CC(=O)N1CCN(CC(=O)Nc2cccc(S(=O)(=O)N3CCCCC3)c2)CC1	1	-6	1.1	10	-7	12	-8	-2	-6
COc1ccc(NC(=O)CSc2nncs2)cc1S(N)(=O)=O	-1	-2	1	10	0	0	6	-2	-5
O=C(NC(=S)Nc1cccc(O)c1)c1ccco1	-5	13	0.87	4	13	12	-12	-4	1
O=C(CCc1ccccc1)NNC(=O)Nc1ccc(F)c(Cl)c1	4	3	0.97	-7	3	7	-10	5	-5
O=C(O)CCN1C(=O)C2CCCCC2C1=O (stereo not drawn)	-3	1	0.99	12	-4	7	-8	1	-2
CCc1nc2sc3c(O)cc(=O)[nH]c3c2cc1C	-5	10	0.91	-28	-20	20	-3	0	-2
O=C(COc1ccccc1)N1CCN(S(=O)(=O)c2ccc(Br)cc2)CC1	3	3	0.97	25	1	19	-2	-5	-6
COc1cccc(-c2nn(Cc3ccccc3)cc2CO)c1	-2	-4	1	13	-12	13	7	3	15
CCOc1ccc(S(=O)(=O)NC2CC2)cc1C(N)=O	-3	3	0.97	-11	-4	14	12	-2	-3
COc1cc(C2CC(=O)c3c(O)cc(O)cc3O2)ccc1O (stereo not drawn)	-1	16	0.84	24	13	-3	-12	3	3
CCOc1ccc(C(=O)Nc2cc(NC(=O)c3ccc(OCC)c(Cl)c3)cc(C(=O)O)c2)cc1Cl	-3	9	0.91	15	24	-1	11	-3	-11
CCN1/C(=C\C=C2\C(=O)N(C)C(=S)N2C)Sc2ccccc21	1	15	0.85	36	30	21	37*	-4	-6
CCN1C(=O)/C(=C\N(C)C)S/C1=N\S(=O)(=O)c1ccccc1	0	-6	1.1	15	-16	10	-16	-2	1
CCc1cc(=S)n2c([nH]c3ccccc32)c1C#N	-6	16	0.83	20	15	17	26	-4	-5
COc1ccccc1CNC(=O)c1cnn2c(C(F)F)cc(C)nc12	-3	3	0.97	28	2	21	-6	1	-1
COc1ccsc1NC(=O)OCc1ccc(Cl)cc1	0	11	0.89	37	9	34	-3	-1	-4
O=C(NN1C(=O)C2C(C1=O)C1C=CC2C12CC2)c1ccncc1 (stereo not drawn)	-3	-4	1	-5	2	12	0	-6	-11
COC(=O)CSc1nc2sc3c(c2c(=O)n1-c1ccc(OC)cc1)CCN(C)C3	2	2	0.98	12	12	17	-7	-1	-6
CC(OC(=O)c1cc[n+]([O-])cc1)C(=O)NCc1ccccc1 (stereo not drawn)	2	2	0.98	-3	2	9	0	1	0
Cc1ccc([N+](=O)[O-])cc1NC(=O)CNC1CCCCC1	0	-1	1	-3	-5	19	10	-4	-5

Screening results from PubChem BioAssay.
